# PKA-R1A activ: activators of PKA-R1A holoenzyme, primary screen, biochemical, fluorescence polarization, Cy5-IP20, bovine R1A, mouse PKAc; AID 504707, 2011; cAMP-dependent protein kinase type I-alpha regulatory subunit (Bos taurus) + …; actives 0.083% (n = 340,000); PKA-R1A dissociation; scaled: DMSO 0%, 113 µM cGMP 100%; activation, % at 11.4 µM;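 active = percent activation above the mean of all tested compounds plus 3 SD, cut at about 19% in these data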;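 also: higher means more PKAc released from R1A so a rise in polarization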
# OPRM1-OPRD1 inv: inverse agonists of MOR-DOR heterodimerization, primary screen, cell-based, luminescence; Mu-type opioid receptor (Homo sapiens) + Delta-type opioid receptor (Homo sapiens), …; cell-based MOR-DOR heterodimer luminescence, inverse agonism; inhibition, % at 9.3 µM; actives 0.21% (n = 340,000); AID 504357, 2011; in the data active = inhibition above about 22%, passing the limit was not always enough;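 also: 0% = cells with DMSO and 100% = wells without cells with DMSO; values of inactives mirror those of a sister screen read the other way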
# HTR5A ag ctr: HTR5A agonists in luminescence cell assay, primary screen, counter-screen for OPRM1-OPRD1 heterodimer agonist project, full-deck HTS | actives 0.61% (n = 340,000) | cell-based | activation, % at 9.3 µM; in the data active = activation mostly above about 9.5%, no sharp cut-off; inactive = mostly below about 7.6%;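 also: 0% = cells with vehicle only and 100% = reference agonist; strong numbers were not always called active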
# Target sequence (P47898 whole entry, looked up): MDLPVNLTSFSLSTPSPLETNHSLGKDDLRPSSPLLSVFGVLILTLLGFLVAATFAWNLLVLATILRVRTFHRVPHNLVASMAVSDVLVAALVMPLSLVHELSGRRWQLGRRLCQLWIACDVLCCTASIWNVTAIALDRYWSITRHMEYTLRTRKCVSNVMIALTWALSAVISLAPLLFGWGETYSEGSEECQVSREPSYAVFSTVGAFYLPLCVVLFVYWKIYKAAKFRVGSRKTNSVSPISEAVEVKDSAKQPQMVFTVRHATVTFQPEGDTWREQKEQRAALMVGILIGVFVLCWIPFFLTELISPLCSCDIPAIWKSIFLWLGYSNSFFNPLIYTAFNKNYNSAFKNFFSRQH
# DAGLB inhibitor: DAGLB lipase inhibitors, primary screen, biochemical, fluorescence, HTS | HEK293T DAGLB membrane lysate, EnzChek fluorogenic substrate | AID 504411, 2011 | actives 0.059% (n = 340,000) | Diacylglycerol lipase-beta (Homo sapiens), Q8NCG7 | inhibition, % at 5.17 µM; in the data active = inhibition above about 34%;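 also: 0% = enzyme with vehicle and 100% = wells lacking enzyme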
# V-ATPase pHluor: regulators of yeast V-ATPase proton pumping, primary screen, pHLuorin cytosolic pH fluorescence; S. cerevisiae; response, % at 10 µM; actives 0.37% (n = 350,000); AID 504577, 2011; in the data active = response mostly above about 7.3%, no sharp cut-off; inactive = mostly below about 5.4%; also: actives read high; inactives centre near 0; some compounds called inactive have numbers as strong as hits; reference of the scale not given here
# HTR5A inv ctr: HTR5A inverse agonists in luminescence cell assay, primary screen, counter-screen for OPRM1-OPRD1 heterodimer inverse agonist project, full-deck HTS | AID 504634, 2011 | actives 0.083% (n = 340,000) | inhibition, % at 9.3 µM | 5-hydroxytryptamine receptor 5A (Homo sapiens), P47898 | HTR5A cell line, inverse agonism; in the data active = inhibition mostly above about 23%, no sharp cut-off; inactive = mostly below about 18%;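 also: 0% = cells with DMSO and 100% = no-cell wells with DMSO; some compounds called inactive have numbers as strong as hits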
# MOR-DOR ag: agonists of OPRM1-OPRD1 heterodimerization, primary screen, cell-based, luminescence; Mu-type opioid receptor (Homo sapiens) + Delta-type opioid receptor (Homo sapiens), …; cells; activation, % at 9.3 µM; actives 0.3% (n = 340,000); AID 504326, 2011; in the data active = activation above about 18%;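 also: 0% = vehicle-treated cells and 100% = reference agonist; values of inactives mirror those of a sister screen read the other way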
# DSG3 Ab inh: inhibitors of pemphigus antibody binding to DSG3, primary screen, biochemical, bead-based, flow cytometry, scFv-GFP; binding (percent of control), % at 10 µM; DSG3-coupled beads, scFv-anti-DSG3-GFP binding; active compounds read low; actives 0.48% (n = 310,000); AID 588358, 2011; Desmoglein-3 (Homo sapiens), P32926;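 active = binding more than 3 SD below its plate's average and above zero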;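 also: hits lower antibody fragment binding to DSG3; some compounds called inactive have numbers as strong as hits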
# Arr AP2 block: inhibitors of beta-arrestin/AP2 binding, primary screen, biochemical, GPCR trafficking, flow cytometry. beta-arrestin 1 C-terminal peptide binding to AP2 beta2-adaptin appendage (human). FITC-arrestin peptide / GST-AP2 beads; AP2 beta2 appendage carries R879A mutation. inhibition, % at 10 µM. actives 0.31% (n = 340,000);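 active = inhibition above a set limit, near 3 SD of compounds lacking own fluorescence, cut at about 54% in these data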;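 also: plate controls were DMSO wells for no effect and 5 µM unlabelled arrestin peptide for full effect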
#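 System: GST-AP2 R879A glutathione beads | Also added: FITC-arrestin peptide, 50 nM | Times: 12 min plus 1 h, RT | Signal: Bead flow cytometry, FITC channel | Buffer or medium: PBS with 0.05% Tween 20 and 0.1% BSA | Read-out basis: Percent drop in bead-associated FITC signal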
# PKA-R2B act: activators of PKA-R2B holoenzyme, primary screen, biochemical, fluorescence polarization, Cy5-IP20, human. cAMP-dependent protein kinase catalytic subunit beta (Homo sapiens) + cAMP-dependent …. PKA-R2B holoenzyme dissociation; R2B truncated from residue 108, S112A mutant; 0% DMSO only, 100% 113 µM cGMP. activation, % at 11.4 µM. actives 0.079% (n = 340,000). AID 504700, 2011;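 active = activation above a cutoff set at the mean over all compounds plus 3 SD, cut at about 18% in these data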;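 also: higher means more holoenzyme dissociation and a rise in polarization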
# Target sequence (P31323 whole entry, looked up, other chains not shown, the tested form may be a part): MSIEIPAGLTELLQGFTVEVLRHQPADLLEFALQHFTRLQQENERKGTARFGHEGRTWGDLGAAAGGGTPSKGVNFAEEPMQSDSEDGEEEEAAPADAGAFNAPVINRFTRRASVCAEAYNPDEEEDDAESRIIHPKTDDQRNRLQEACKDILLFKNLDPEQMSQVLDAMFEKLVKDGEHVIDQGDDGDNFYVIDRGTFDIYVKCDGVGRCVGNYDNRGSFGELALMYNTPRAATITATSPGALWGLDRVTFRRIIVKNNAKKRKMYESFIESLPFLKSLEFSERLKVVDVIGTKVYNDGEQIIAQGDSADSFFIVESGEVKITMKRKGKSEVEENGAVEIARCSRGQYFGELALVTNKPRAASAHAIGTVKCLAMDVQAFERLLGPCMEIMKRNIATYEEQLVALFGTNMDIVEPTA
# The depositor's hits bear a star; . = not tested or not shown.
cpd	molecule	PKA-R1A activ	OPRM1-OPRD1 inv	HTR5A ag ctr	DAGLB inhibitor	V-ATPase pHluor	HTR5A inv ctr	MOR-DOR ag	DSG3 Ab inh	Arr AP2 block	PKA-R2B act
1	Cc1ccc(-n2cccc2/C=C2/NC(=O)N(CC(=O)Nc3cccc(C)c3)C2=O)cc1	0	0	1	4	-2	1	0.1	94	-1	0
2	CC(C)(C)NC(=O)C(c1ccco1)N(C(=O)Cn1nnc(-c2ccc(F)cc2)n1)c1ccccc1F (stereo not drawn)	-8	7	-1	-2	-3	-13	-1.3	98	-8	-8
3	Cc1ccc(C(=O)N/N=C/c2c(O)ccc3ccccc23)cn1	3	-13	3	5	1	-11	2.9	109	7	3
4	NC(=O)C1=C[C@@H](c2ccc3c(c2)OCO3)C[C@@H](OCCCCO)O1	3	11	1	0	0	-14	-1.9	94	2	14
5	N#C/C(=C(/O)COC(=O)COc1ccc(Cl)cc1)c1nc2ccccc2[nH]1	-12	-126	3	2	-1	-7	24*	110	-1	-8
6	COc1ccc(C2(CNC(=O)c3ccc(OC)c([N+](=O)[O-])c3)CCCCC2)cc1OC	0	1	-2	1	-3	-4	-0.2	98	13	-8
7	COc1cc(/C=C(\C#N)C(=O)NCC2CCCO2)ccc1OCCC(C)C (stereo not drawn)	-4	5	-2	0	4	15	-1.0	109	-3	-16
8	O=C(CSc1ccc([N+](=O)[O-])cn1)Nc1ccc2c(c1)OCO2	6	-9	1	2	0	-22	1.3	112	-5	-4
9	CC(C)CN1CCC(=O)N(CCN=[N+]=[N-])CC1	-5	15	-4	3	-1	-13	-2.6	109	-1	2
10	COCCNc1nnc(SCC(=O)N2CCN(S(=O)(=O)c3ccccc3)CC2)s1	-4	12	5	4	-2	-12	-1.9	108	0	-2
11	O=C(CSc1nnc2ccc3ccccc3n12)N1CCOCC1	-1	-2	0	2	0	-9	0.4	96	10	3
12	COCC(=O)N1CCCC(C(=O)c2ccc(-c3ccccc3)c(F)c2)C1 (stereo not drawn)	2	1	3	2	2	-8	-0.2	98	5	-9
13	Cc1nn(C)c(Cl)c1S(=O)(=O)N1CCC(CO)(CCc2ccccc2)CC1	12	-3	3	1	-2	-9	0.5	96	11	6
14	CSc1cccc(NC(=O)CCNS(=O)(=O)c2ccc3[nH]c(=O)oc3c2)c1	-4	7	1	-1	1	-8	-1.4	100	5	-12
15	O=C(COc1ccc(Cl)cc1)NCc1ccncc1	-1	0	3	-3	1	-7	0.0	84	4	-1
16	COc1ccc(/C=C2\SC(=O)N(CCNC(=O)C3CCN(S(=O)(=O)c4cccs4)CC3)C2=O)cc1	-8	13	0	3	0	20	-2.4	104	1	7
17	O=C(CSCc1cccc(Cl)c1)OCc1nc2ccsc2c(=O)[nH]1	-8	-6	-7	-1	1	19	0.9	109	2	-10
18	CC(=O)Nc1nnc(Cc2c[nH]c3ccccc23)s1	-9	11	2	0	-1	12	-2.2	93	18	9
19	CCN(CC)CCCNC(=O)c1cn(C)c2ccc(S(=O)(=O)N(C)C3CCCCC3)cc2c1=O	3	7	-1	-1	5	-4	-1.4	105	-3	-8
20	Cc1ccc(C(=O)c2c(C)oc3c2C(=O)C(=O)c2ccccc2-3)cc1	-6	-170	14*	-1	1	-30	34*	101	2	-16
21	CSC1=C(C#N)C(=O)NC(c2ccccc2O)S1 (stereo not drawn)	-8	10	-4	-1	-3	-18	-2.1	.	-3	-4
22	COc1cc(NC(=O)COc2cc(O)c3c(c2)OC(C)(C)CC3=O)cc(OC)c1OC	3	-16	2	-3	-2	-24	3.0	103	6	5
23	Cc1ccc(C(=O)CSc2nnc(-c3ccco3)n2CC2CCCO2)cc1 (stereo not drawn)	-11	2	1	-1	5	-19	-0.3	107	27	-15
24	Cc1ccccc1NC(=O)Cc1cccc(C(F)(F)F)c1	-11	6	1	-2	2	-2	-1.1	100	35	-2
25	COc1ccc(NS(=O)(=O)c2cc([N+](=O)[O-])ccc2N/N=C/c2c(C)[nH]c3ccccc23)cc1	9	7	-3	2	0	13	-1.4	116	-7	5
26	COc1ccc(-c2sc3ccccc3c2-c2ccc(OCCN(C)C)cc2)cc1	2	-66	14*	1	3	-52	12	105	0	-5
27	Cc1ccc(NC(=O)CCC(=O)NNC(=O)Cc2ccccc2)cc1C	2	13	2	-1	1	-5	-2.2	99	-4	-4
28	COc1cccc(NC(=O)CCC2CCN(C(=O)C3CC=CCC3)CC2)c1 (stereo not drawn)	-2	14	0	4	4	0	-2.6	.	-2	7
29	CN(CC(=O)N1CCN(c2cccc(Cl)c2)CC1)S(=O)(=O)c1cnc[nH]1	0	4	1	0	5	-4	-0.7	106	4	1
30	CCC(C)NC(=O)c1c(-c2cc(Cl)c(OC)c(Cl)c2)noc1C (stereo not drawn)	-1	6	2	-2	-3	-7	-1.2	104	6	-4
31	Cn1c(=O)c2c(SCC(=O)NCC3CCCO3)nc(-c3ccccc3Cl)nc2n(C)c1=O (stereo not drawn)	8	18	-4	1	3	20	-3.3	108	-20	-5
32	O=C(COC(=O)c1cc[n+]([O-])cc1)Nc1ccc(Cl)cc1C(F)(F)F	3	7	-5	-4	-3	14	-1.3	.	29	-7
33	O=C(Nc1ccccc1)Nc1n[nH]c2nnc(-c3ccccc3)c(-c3ccccc3)c12	2	2	3	2	2	-6	-0.4	97	20	-7
34	CN(C)C(=O)C(=O)c1c(-c2ccccc2)cc2ccccn12	-13	11	-6	1	-6	12	-2.2	103	-2	-5
35	COc1ccc(C(=O)c2c[nH]c(C(=O)NCC3CCCO3)c2)cc1 (stereo not drawn)	1	4	-5	-3	-1	12	-0.9	100	0	6
36	COc1cc(NC(=O)c2cc(-c3cccc(O)c3)on2)cc(OC)c1OC	4	2	0	0	-1	11	-0.4	92	0	-9
37	COCC(C)NC(=O)c1cccc(Cl)c1 (stereo not drawn)	-3	-6	2	2	2	6	1.1	71	5	10
38	CCN(CC(=O)NCc1cccs1)C(=O)C(c1ccccc1)c1ccccc1	5	15	6	-1	0	11	-2.9	99	-1	2
39	CCOc1ccccc1-c1nc(CN2CCCC2c2nccs2)c(C)o1 (stereo not drawn)	-11	8	-1	-3	-1	-13	-1.7	112	-8	-14
40	COc1ccc(C(=O)NC2CCCCC2)cc1S(=O)(=O)N1CCOCC1	9	2	-1	-1	4	3	-0.3	.	-6	0
41	COc1ccc(Br)cc1CN(C)CC(=O)Nc1c(Cl)cccc1Cl	-7	-26	1	-12	1	-3	4.5	102	-18	-13
42	CC1(C)OC(C)(C)/C(=C/Nc2ccccc2)C1=O	2	7	-2	-5	-1	4	-1.2	.	-25	11
43	O=C(NCC1CCCCC1)c1cccc(S(=O)(=O)NCc2cccnc2)c1	6	5	4	1	6	-10	-1.1	96	5	3
44	Cc1nc(-c2ccccc2)sc1-c1ccnn1C	-8	10	2	-2	-3	-4	-1.9	103	14	-4
45	C=CCNC(=O)c1onc(CSc2cc(C)ccc2C)c1C(=O)O	8	16	-1	6	-2	12	-2.8	.	-7	-3
46	CC(=O)c1ccccc1OCCCOc1cccc2cccnc12	-12	9	0	-6	0	-20	-1.8	96	-17	-6
47	CCOC(=O)c1c(C)nc(-c2ccccc2)nc1N	6	-7	1	-10	4	-3	1.4	.	-2	5
48	Cn1cc(C(=O)N2CCN(c3ccccc3)CC2)c(=O)c2cc(S(=O)(=O)N3CCCC3)ccc21	1	16	-3	0	3	11	-2.9	.	4	-4
49	CC(C)C(C(=O)NCc1ccco1)N(CC1CCCO1)C(=O)CNS(=O)(=O)c1ccccc1 (stereo not drawn)	-3	0	-1	1	4	-22	0.1	111	-2	9
50	CCOc1ncccc1C(=O)OCC(=O)NCCc1ccc(OC)cc1	-6	-4	5	-3	-5	-19	0.8	107	1	-11
51	COC(=O)c1ccc(OC)c(CN2CCCN(Cc3cc(C)ccc3C)S2(=O)=O)c1	-5	8	0	-9	0	0	-1.8	107	6	0
52	CC(=O)Nc1nnc(SCC(=O)NCc2ccc3c(c2)OCO3)s1	9	6	1	-1	-1	-2	-1.6	115	29	0
53	O=C(NCCc1c[nH]c2ccccc12)/C(=C\c1cccnc1)NC(=O)c1ccccc1Br	-8	10	22*	2	1	-37	-1.9	102	35	4
54	COc1cccc(-n2c(SCC(=O)NC3CCCC3)nnc2-c2ccco2)c1	4	12	1	1	4	-3	-2.1	100	11	-1
55	O=C(NCCC1=CCCCC1)C1CCN(S(=O)(=O)c2ccccc2)CC1	2	9	-3	-3	-3	8	-1.8	99	6	0
56	Cc1ccc(N2CCN(C(=S)Nc3ccccc3C)CC2)cc1	-13	6	3	-2	-2	-13	-1.2	117	5	-10
57	COc1ccc(C(=O)OCC(=O)NCc2ccco2)cc1OC	-8	9	5	-9	-1	-15	-1.7	104	1	-9
58	CC(C)N(Cc1nc(-c2ccccc2)no1)C(=O)c1ccc2c(c1)OCO2	-1	-9	-1	-3	-2	2	1.7	105	10	-3
59	Clc1cccc(N2CCN(c3ncnc4nc[nH]c34)CC2)c1	3	6	-1	-2	2	14	-1.1	104	1	4
60	CC(NC(=O)C12CC3CC(CC(O)(C3)C1)C2)c1ccc(Cl)cc1Cl (stereo not drawn)	-5	9	2	-2	-6	-5	-1.6	117	-3	3
61	Cc1nn(Cc2ccccc2)c(Cl)c1C(=O)OCc1nnc(-c2ccccc2)o1	-3	-9	-2	-18	-1	4	1.5	101	1	8
62	Oc1[nH]c2ccccc2c1N=Nc1c(F)c(F)c(F)c(F)c1F	-4	13	4	-6	-4	-16	-3.0	85	-5	8
63	CCCN(CCC)CCNC(=O)C1(O)c2ccccc2NC(=O)N1c1cccc(OC)c1 (stereo not drawn)	3	12	4	-1	-6	-13	-2.6	100	-4	-6

# Assay outcomes (PubChem BioAssay)
